# ROMK mod – modulates human ROMK potassium channel activity | P48048 | Tet-inducible ROMK, thallium flux fluorescence; actives lie on both sides | B-score at 10 µM | 130,000 tested, 2% active | AID 1918;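 active means signal ratio slope over the read window, or its plate-corrected B-score, at least 3 SD from the plate mean, either direction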;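 further: B-score of the F/F0 ratio slope over 7 to 12 s after thallium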
# PPARg SRC-2 ag – agonists of SRC-2 recruitment by human PPARgamma; 200,000 tested, 0.34% active; P37231; activation, % at 8 µM; PPARgamma LBD-SRC-2 recruitment, biochemical; in the data active means activation above about 22%;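 further: 0% = vehicle and 100% = reference agonist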
# Target sequence (P37231 whole entry, looked up, the tested form may be a part): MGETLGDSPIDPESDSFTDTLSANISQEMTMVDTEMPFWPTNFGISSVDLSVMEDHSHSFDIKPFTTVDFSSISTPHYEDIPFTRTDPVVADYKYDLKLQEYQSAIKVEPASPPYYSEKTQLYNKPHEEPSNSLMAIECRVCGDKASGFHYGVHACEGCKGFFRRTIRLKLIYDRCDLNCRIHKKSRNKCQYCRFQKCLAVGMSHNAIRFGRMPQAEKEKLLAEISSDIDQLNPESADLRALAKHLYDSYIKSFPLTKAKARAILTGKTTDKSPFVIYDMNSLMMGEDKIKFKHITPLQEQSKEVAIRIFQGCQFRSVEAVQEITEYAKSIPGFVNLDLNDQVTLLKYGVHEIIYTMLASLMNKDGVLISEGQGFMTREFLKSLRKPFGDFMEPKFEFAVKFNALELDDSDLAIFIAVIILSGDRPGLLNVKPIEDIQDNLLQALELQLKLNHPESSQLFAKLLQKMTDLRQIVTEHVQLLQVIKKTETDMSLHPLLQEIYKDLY
# PPARg SRC-1 ag – promotes SRC-1 coactivator recruitment by human PPARgamma; PPARgamma-SRC-1 coactivator recruitment biochemical assay; 200,000 tested, 0.41% active; activation, % at 8 µM; P37231; AID 631; in the data active means activation above about 19%;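 further: 0% = DMSO and 100% = reference agonist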
# PPARg SRC3 recr – promotes SRC-3 coactivator recruitment by human PPARgamma; biochemical PPARgamma/SRC-3 coactivator recruitment assay; activation, % at 8 µM; 200,000 tested, 0.26% active; AID 731; in the data active means activation above about 23%;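 further: 0% = DMSO and 100% = reference agonist; some compounds past the cut are filed as inactive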
# Redox H2O2 prof – compounds producing H2O2 with reducing agent – biochemical, NIH compound library profiling, artefact control for MLSCN library redox annotation, primary screen; DTT-dependent redox cycling H2O2, phenol red/HRP absorbance; 100% = 100 µM peroxide control, 0% = buffer; activation, % at 10 µM; 200,000 tested, 0.03% active; AID 878;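 active means activation of at least 50% relative to the plate's high and low controls in the primary single-dose screen; inactive means activation below 50%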;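 further: compound incubated with DTT at 0.8 mM final as the reducing agent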
# bIAP inh – intestinal alkaline phosphatase (bovine) inhibition; purified bovine IAP, CDP-star luminescence, 30 min; inhibition, % at 20 µM; 190,000 tested, under 10 active; AID 1019;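 active means over 50% inhibition of intestinal alkaline phosphatase at 20 µM in the single-dose screen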
#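 Assay system: bovine IAP enzyme; medium: DEA buffer 100 mM, pH 9.8, with MgCl2 1.0 mM, ZnCl2 0.02 mM; doses: 20 µM single dose; incubation: enzyme reaction for 30 min at room temperature; detection: CDP-star luminescence signal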
# S1P3 antagonist – antagonists of human S1P3 receptor; inhibition, % at 4.98 µM; Q99500; CHO S1P3 NFAT-BLA reporter, FRET fluorescence, antagonist mode; AID 485; 170,000 tested, 0.27% active;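 active means inhibition above the plate cutoff, the mean inhibition of test wells on that plate plus 3 SD, cut at about 28% in these data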;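 further: cells challenged with S1P at its EC80 of 0.8 µM; blue over green emission ratio from cleaved BLA substrate after 4 h stimulation; 0% = S1P-stimulated wells and 100% = unstimulated DMSO-only wells; some compounds past the cut are filed as inactive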
# Target sequence (Q99500 whole entry, looked up): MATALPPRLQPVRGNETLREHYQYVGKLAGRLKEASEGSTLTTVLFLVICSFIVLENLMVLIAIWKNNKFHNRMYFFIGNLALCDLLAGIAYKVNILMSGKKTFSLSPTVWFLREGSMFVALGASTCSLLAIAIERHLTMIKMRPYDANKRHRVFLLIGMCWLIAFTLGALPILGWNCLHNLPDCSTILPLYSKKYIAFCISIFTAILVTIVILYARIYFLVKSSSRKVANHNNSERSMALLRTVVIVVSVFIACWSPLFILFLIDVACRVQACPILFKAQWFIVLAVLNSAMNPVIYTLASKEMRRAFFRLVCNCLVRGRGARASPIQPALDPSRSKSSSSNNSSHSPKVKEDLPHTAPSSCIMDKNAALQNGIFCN
# L major viab – inhibitors of Leishmania major promastigote growth; Leishmania major promastigotes, resazurin fluorescence viability; inhibition, % at 10 µM; 200,000 tested, 9% active; in the data active means inhibition above about 50%;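 further: promastigotes grown with compound for 44 hours at 28 °C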
# SRC2 TRFRET art – counter-screen for PPARgamma SRC-2 recruitment agonists: TR-FRET artefact; TR-FRET ratio at 8 µM; AID 1049; 200,000 tested, 0.4% active; stronger effect = higher value; in the data active means TR-FRET ratio above about 2000; further: inactives centre near 1500; reference of the scale not given here
# HMGR II inh – blocks class II HMG-CoA reductase of Enterococcus faecalis; 190,000 tested, 0.41% active; inhibition, % at 10 µM; purified E. faecalis HMGR, NADPH absorbance 340 nm kinetic;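 active means inhibition above a set limit, the median over all tested compounds plus 3 SD, cut at about 9.5% in these data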;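 further: enzyme runs in reverse so mevalonate oxidation gives rising NADPH absorbance; 0% = complete reaction with DMSO and 100% = background rate lacking mevalonate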
# RAM network inh – yeast RAM network inhibition; 190,000 tested, 1.8% active; AID 868; S. cerevisiae dse1pr::URA3 reporter, 5-FOA growth OD615, 2 d; analog-sensitive cbk1-as2 kinase mutant strain; inhibition, % at 50 µM;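 active means inhibition above a set limit, 3 SD over mean compound inhibition, cut at about 8.4% in these data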;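 further: 0% = DMSO-only wells with no growth and 100% = 10 µM 1-NA-PP1 full growth; inhibition rescues growth on 5-FOA so higher OD means more RAM inhibition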
# * hit, by the source's call; . = no result given.
canonical_smiles	ROMK mod	PPARg SRC-2 ag	PPARg SRC-1 ag	PPARg SRC3 recr	Redox H2O2 prof	bIAP inh	S1P3 antagonist	L major viab	SRC2 TRFRET art	HMGR II inh	RAM network inh
CCOc1ccc(-c2noc(-c3cccnc3)n2)cc1OC	.	-7	3	-5	1.5	1	-7	71*	1590	-1	-1.2
O=C(C1CCN(S(=O)(=O)c2cnc[nH]2)CC1)N1CCc2ccccc2C1	.	4	1	-4	-2.6	-4	-24	21	1556	0	0.8
CCC(=O)c1ccc(OCCN2CCOCC2)cc1	0.91	2	-4	-4	0.9	2	0	-4	1644	-1	1.5
Cc1cccc(N2CCCn3c2nc2c3c(=O)n(CCN3CCOCC3)c(=O)n2C)c1	.	-7	-8	3	0.1	21	-16	18	1278	1	2.8
CCn1c(N)c(C(=O)NCc2ccco2)sc1=S	0.47	4	8	4	-2.1	5	-4	2	1567	-2	-0.7
CCC(C)N1CC(O)=C(c2nc3ccccc3[nH]2)C1=N (centres undefined)	1.3	0	7	-5	-0.1	-84	10	13	1565	-1	3.9
O=C(COC(=O)CCC1CCCC1)Nc1ccc(Cl)cc1F	.	1	1	-5	0.5	-5	4	-6	1495	4	2.6
COc1ccc(/C=N/NC(=O)c2cc(-c3cccnc3)nc3ccccc23)c(OC)c1	0.014	2	0	3	-0.7	4	11	4	1662	-1	2.5
CCCNS(=O)(=O)c1cccc2cccnc12	.	.	.	.	-1.0	11	-19	-5	.	-9	0.6
CCOC(=O)c1sc(=S)n(C)c1C	.	14	11	-7	-5.3	8	.	1	1520	-3	2.8

# Profiles, looked up by structure. Order of values: ROMK mod, PPARg SRC-2 ag, PPARg SRC-1 ag, PPARg SRC3 recr, Redox H2O2 prof, bIAP inh, S1P3 antagonist, L major viab, SRC2 TRFRET art, HMGR II inh, RAM network inh
# Listed for CCOC(=O)c1sc(=S)n(C)c1C = ., 14, 11, -7, -5.3, 8, ., 1, 1520, -3, 2.8
# Listed for CCCNS(=O)(=O)c1cccc2cccnc12 = ., ., ., ., -1.0, 11, -19, -5, ., -9, 0.6
# Listed for CCOc1ccc(-c2noc(-c3cccnc3)n2)cc1OC = ., -7, 3, -5, 1.5, 1, -7, 71*, 1590, -1, -1.2
# Listed for O=C(COC(=O)CCC1CCCC1)Nc1ccc(Cl)cc1F = ., 1, 1, -5, 0.5, -5, 4, -6, 1495, 4, 2.6
# Listed for CCn1c(N)c(C(=O)NCc2ccco2)sc1=S = 0.47, 4, 8, 4, -2.1, 5, -4, 2, 1567, -2, -0.7

# Next section:
canonical_smiles	ROMK mod	PPARg SRC-2 ag	PPARg SRC-1 ag	PPARg SRC3 recr	Redox H2O2 prof	bIAP inh	S1P3 antagonist	L major viab	SRC2 TRFRET art	HMGR II inh	RAM network inh
COc1ccc(NC(=O)O/N=C/c2ccncc2)cc1	0.15	8	-7	5	-0.1	17	0	-2	1479	0	1.2
O=[N+]([O-])c1cc2c(c(CSc3nnc(Nc4ccccc4)s3)c1)OCOC2	-2.2	-4	-3	-2	-0.3	24	.	12	1618	0	3.2
Nc1ccc(Oc2cccc(Oc3ccc(N)cc3)c2)cc1	-1.4	-2	3	-3	-1.7	14	-6	8	1539	-1	-0.1
COCc1[nH][nH]c(=O)c1C=NCC(=O)OC	-0.076	0	2	-3	-2.2	-17	8	2	1765	-7	0.0
O=C(CN1CCN(Cc2ccccc2)CC1)NC(=O)NC1CCCCC1	.	-3	-7	-9	-0.7	4	-13	3	1530	-6	0.3
CCOC(=O)CSc1nc2c(c(-c3ccc(C)o3)c1C#N)CCCC2	.	7	0	0	2.5	4	6	9	1500	-4	4.3
Cc1ccc(C(=O)N[C@H](C(=O)OCc2cc(=O)oc3cc(C)ccc23)C(C)C)cc1	.	0	-1	2	0.2	41	7	-1	1474	-4	2.0
Cc1cc(C)c(S(=O)(=O)c2ccccc2)c(OC(=O)c2c(F)cccc2Cl)n1	0.019	0	0	3	0.0	3	.	-3	1485	-5	1.6
CCOCC(=O)Nc1cc(C)on1	-0.1	-9	-2	4	-0.2	13	-8	-2	1522	-1	0.0
COc1ccccc1-c1nnc(SCC(=O)O)n1-c1ccccc1	0.58	-4	3	1	-0.5	-8	-9	-3	1437	0	0.4

# Continued.
canonical_smiles	ROMK mod	PPARg SRC-2 ag	PPARg SRC-1 ag	PPARg SRC3 recr	Redox H2O2 prof	bIAP inh	S1P3 antagonist	L major viab	SRC2 TRFRET art	HMGR II inh	RAM network inh
O=C(CCCOc1ccccc1)NC1CCCc2ccccc21 (centres undefined)	-0.13	-5	-1	3	-0.1	5	-7	-6	1551	1	1.4
CN(C)c1ccc(-c2nn3c(-c4ccc(Cl)cc4Cl)nnc3s2)cc1	.	5	3	-3	-0.1	-18	-39	-5	1484	-2	2.6
Cc1cc(C(=O)NNC(=S)NCC(C)C)no1	.	0	-2	5	-3.7	-38	.	1	1464	2	-0.3
CC(=O)Nc1c(Cl)cc([N+](=O)[O-])c2ccccc12	0.31	6	5	1	-0.1	-31	-3	-5	1622	-3	2.8
CN(C)c1ccnc(Nc2ccc(O)cc2)c1C#N	0.4	0	-2	0	-0.4	8	-13	-7	1478	2	-0.1
CCSc1nc2ccccc2c(=O)n1Cc1ccc(F)cc1	-0.18	5	1	3	-0.2	-10	2	3	1531	-5	0.8
O=C(/C=C/c1ccco1)N1CCC(Cc2ccccc2)CC1	0.14	6	6	3	-1.8	-28	-33	0	1574	-2	-0.5
CCN(CCO)c1ccc(NC(=S)Nc2cccc(S(=O)(=O)N(C)C)c2)cc1	-0.13	6	6	-3	-0.3	9	9	11	1589	-3	-0.1
CS(=O)(=O)Nc1cccc(-c2cn3ccccc3n2)c1	0.26	6	17	9	-0.1	-11	-6	-3	1653	-4	4.0
Cc1cccc(N2C(=O)CC(SC(=Nc3ccccc3)Nc3ccccc3)C2=O)c1 (centres undefined)	.	4	-6	3	0.9	3	.	37	1531	0	1.0

# (continued)
canonical_smiles	ROMK mod	PPARg SRC-2 ag	PPARg SRC-1 ag	PPARg SRC3 recr	Redox H2O2 prof	bIAP inh	S1P3 antagonist	L major viab	SRC2 TRFRET art	HMGR II inh	RAM network inh
Cc1ccc(C(=O)NCCCn2ccnc2)o1	.	10	11	-1	0.7	12	14	-4	1513	-2	2.5
Cc1cc(C)cc(Oc2ccc(-c3nnc(-c4ccccc4)o3)cc2[N+](=O)[O-])c1	.	-8	5	-1	0.8	18	3	2	1560	0	4.3
CCCCN(C)S(=O)(=O)c1cc(Br)cc2c1N(C(=O)C1CC1)CC2	.	5	1	-2	-2.4	9	.	37	1605	-4	9.2*
Fc1cccc(-n2ncc(-c3nnnn3-c3ccccc3)c2C(F)(F)F)c1	.	9	5	-8	0.5	-1	.	-1	1501	0	4.9
CC(/C=C/c1ccccc1)=N\NC(=O)c1ccncc1	.	10	3	-6	-7.0	-20	.	-2	1617	0	1.7
Cc1cc(C)nc(SCC(=O)N/N=C\c2sccc2C)n1	.	7	-2	7	-5.2	0	.	3	1506	-2	3.3
c1ccc(-c2csc3ncnc(NCCCN4CCOCC4)c23)cc1	-0.97	5	-1	5	0.8	7	.	6	1501	1	1.2
Cc1ccnc(NS(=O)(=O)c2ccc(NC(=O)C3C4C=CC(C4)C3C(=O)O)cc2)n1 (centres undefined)	-1.7	-2	-1	-4	0.2	12	-8	-3	1640	2	0.5
CCC(C)C1=CC(=Nc2c(C)n(C)n(-c3ccccc3)c2=O)C=C(C(C)CC)C1=O (centres undefined)	0.58	-1	-10	3	0.5	20	-4	-2	1655	-8	5.2
COc1ccc(C(C(=O)NCC2CCCO2)N(C(=O)CNC(=O)c2cccs2)c2ccc(C(C)=O)cc2)cc1OC (centres undefined)	-0.45	1	-3	3	-0.4	-23	-16	-2	1340	-1	0.4

# (list continues)
canonical_smiles	ROMK mod	PPARg SRC-2 ag	PPARg SRC-1 ag	PPARg SRC3 recr	Redox H2O2 prof	bIAP inh	S1P3 antagonist	L major viab	SRC2 TRFRET art	HMGR II inh	RAM network inh
CN(C)CCSc1nc(-c2ccccc2)nc2c1COC(C)(C)C2	-1.1	13	3	4	-0.2	3	.	11	1417	-2	0.8
COCCCNC(=S)NC1CCCCC1	.	4	5	0	0.0	-3	4	-5	1620	-4	-0.1
O=C(CNC(=O)c1ccc(S(=O)(=O)N2CCCC2)cc1)N/N=C/c1ccc(Cl)cc1Cl	0.19	9	10	0	-0.8	7	7	69*	1589	-4	2.7
O=C1CNC(=O)N1CC(=O)N1CCCc2ccccc21	.	4	6	9	0.1	11	.	-2	1517	2	0.5
CC(=O)c1cccc(CN2CCN(CCc3ccccc3)C(CCO)C2)c1 (centres undefined)	1.6	-4	-11	-4	1.2	-4	0	68*	1541	-1	-0.4

# An excerpt of these results, as labelled records.
structure: CN(C)CCSc1nc(-c2ccccc2)nc2c1COC(C)(C)C2
  ROMK mod = -1.1; PPARg SRC-2 ag = 13; PPARg SRC-1 ag = 3; PPARg SRC3 recr = 4; Redox H2O2 prof = -0.2; bIAP inh = 3; S1P3 antagonist = .; L major viab = 11; SRC2 TRFRET art = 1417; HMGR II inh = -2; RAM network inh = 0.8

structure: COCCCNC(=S)NC1CCCCC1
  ROMK mod = .; PPARg SRC-2 ag = 4; PPARg SRC-1 ag = 5; PPARg SRC3 recr = 0; Redox H2O2 prof = 0.0; bIAP inh = -3; S1P3 antagonist = 4; L major viab = -5; SRC2 TRFRET art = 1620; HMGR II inh = -4; RAM network inh = -0.1

structure: O=C(CNC(=O)c1ccc(S(=O)(=O)N2CCCC2)cc1)N/N=C/c1ccc(Cl)cc1Cl
  ROMK mod = 0.19; PPARg SRC-2 ag = 9; PPARg SRC-1 ag = 10; PPARg SRC3 recr = 0; Redox H2O2 prof = -0.8; bIAP inh = 7; S1P3 antagonist = 7; L major viab = 69*; SRC2 TRFRET art = 1589; HMGR II inh = -4; RAM network inh = 2.7

# Screening data from PubChem BioAssay.
